High-throughput results as filed in PubChem BioAssay.
hIAP activ = human IAP activation; P09923; purified human IAP, CDP-Star luminescence, 30 min; active compounds read high; 1 = vehicle-only enzyme, 0 = enzyme-free background; activation factor at 10 µM; 330,000 tested, 0.16% active;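 active means activation factor of the enzyme at least 2-fold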; further: the source names both 10 and 20 µM as test concentration; values of inactives mirror those of a sister screen read the other way
Target sequence (P09923 whole entry, looked up): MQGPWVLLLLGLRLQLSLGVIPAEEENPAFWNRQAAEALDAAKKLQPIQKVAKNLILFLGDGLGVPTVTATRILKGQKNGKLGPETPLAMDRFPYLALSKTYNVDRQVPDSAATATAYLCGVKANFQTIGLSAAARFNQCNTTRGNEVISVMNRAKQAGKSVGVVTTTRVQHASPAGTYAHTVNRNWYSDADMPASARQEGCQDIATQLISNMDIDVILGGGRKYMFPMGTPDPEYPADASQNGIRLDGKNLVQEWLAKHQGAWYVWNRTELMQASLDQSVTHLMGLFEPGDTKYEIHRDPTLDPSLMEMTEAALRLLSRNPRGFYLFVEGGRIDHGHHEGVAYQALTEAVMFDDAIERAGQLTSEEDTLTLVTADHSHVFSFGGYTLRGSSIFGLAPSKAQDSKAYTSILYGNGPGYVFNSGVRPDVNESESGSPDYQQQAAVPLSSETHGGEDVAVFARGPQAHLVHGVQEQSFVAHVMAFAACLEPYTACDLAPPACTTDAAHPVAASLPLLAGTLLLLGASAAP
SENP8 block = inhibitors of human SENP8 protease; Q96LD8; recombinant SENP8, Nedd8 substrate fluorescence; inhibition, % at 20 µM; 360,000 tested, 0.64% active; AID 602440; in the data active means inhibition mostly above about 40%, no sharp cut-off; inactive means mostly below about 27%
Target sequence (Q96LD8 whole entry, looked up): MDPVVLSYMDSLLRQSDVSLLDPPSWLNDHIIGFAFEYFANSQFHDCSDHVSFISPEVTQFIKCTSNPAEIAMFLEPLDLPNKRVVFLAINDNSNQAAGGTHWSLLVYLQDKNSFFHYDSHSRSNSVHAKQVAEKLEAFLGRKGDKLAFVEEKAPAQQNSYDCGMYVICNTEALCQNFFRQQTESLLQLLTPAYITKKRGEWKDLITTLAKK
PfG6PD inh = PfG6PD (Plasmodium falciparum) enzyme inhibition | PfGluPho enzyme, NADPH resazurin-diaphorase fluorescence | inhibition, % at 20 µM | 350,000 tested, 0.78% active | AID 504690;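 active means inhibition reaching at least a set limit at 20 µM in the primary screen, cut at about 59% in these data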;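 further: 0% = DMSO wells with substrate and 100% = DMSO wells lacking glucose-6-phosphate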
NR3A LBD binder = modulators (binders) of human NR3A ligand-binding domain. Tm shift relative to glycine control, % at 25 µM. 340,000 tested, 2.5% active. NR3A LBD differential scanning fluorimetry, Tm shift; 0% = protein alone, 100% = glycine-bound protein. AID 1259313;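 active means melting temperature shift of at least 10% of the positive control shift, at one fixed dose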
SENP6 block = blocks the human protease SENP6. Q9GZR1. Recombinant SENP6 catalytic domain, aminoluciferin luminescence. inhibition, % at 10 µM. 330,000 tested, 1.8% active;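 active means inhibition above about 50% at the single tested dose, limit read from the data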;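 further: plate controls were DMSO wells with enzyme for no effect and DMSO wells lacking enzyme for full effect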
ATG4B inh = inhibitors of human ATG4B cysteine protease | ATG4B cleavage of LC3-PLA2, NBD-HPC fluorescence, 1 h | inhibition, % at 8.33 µM | 340,000 tested, 0.51% active | AID 504462; in the data active means inhibition above about 40%
MPTP block = permeability transition pore inhibition; AID 602449; 360,000 tested, 1.4% active; isolated mouse mitochondria, Ca2+ swelling absorbance, 30 min; inhibition, % at 10 µM;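 active means inhibition of 50% or more, scaled per plate between neutral and stimulator controls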;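 further: 0% = DMSO wells given calcium and 100% = 1 mM EGTA wells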
SENP1 FRET inh = SENP1 (human) catalytic domain inhibition; Q9P0U3; recombinant SENP1 catalytic domain, CyPet-SUMO1-YPet FRET cleavage; inhibition, % at 10 µM; 360,000 tested, 0.21% active;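 active means inhibition at least 30% at 10 µM, raw YFP signal under a set limit, fluorescence ratio 0.5 to 1.5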;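 further: 0% = enzyme with DMSO and 100% = no enzyme wells; some results filed as inactive read as strong as hits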
Target sequence (Q9P0U3 419-644 limits assumed): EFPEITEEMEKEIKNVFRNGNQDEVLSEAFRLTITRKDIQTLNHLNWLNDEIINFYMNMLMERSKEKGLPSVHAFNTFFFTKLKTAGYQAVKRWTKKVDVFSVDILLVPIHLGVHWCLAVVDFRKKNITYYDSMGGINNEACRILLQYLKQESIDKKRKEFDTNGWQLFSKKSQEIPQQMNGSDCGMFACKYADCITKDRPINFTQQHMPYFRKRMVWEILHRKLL
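Material: hSENP1 catalytic domain, recombinant; medium: Tris pH 8 with BME, BSA, NP40 and catalase; compound: single concentration of 10 µM compound, 0.5% DMSO final; technique: FRET read of cyan and yellow fluorescence; timing: 50 min enzyme reaction, room temperature, light-protected; reagent: SFCypet-SUMO1-SFYpet substrate at 25 nM; control set: no-enzyme low, enzyme-DMSO high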
* = called active by the depositor; x = not tested or not shown.

1) CCCn1nnnc1SCC(=O)N1CCN(C(=O)c2ccco2)CC1
2) O=C(NCc1nnc(SCC(=O)N2CCC(Cc3ccccc3)CC2)o1)c1ccccc1F
3) CCN(CC)S(=O)(=O)c1ccc2c(c1)nc(CCC(=O)OCC(=O)Nc1c(F)cccc1F)n2C
4) CC(=O)Nc1c(Cl)cc2c(c1Cl)C(=O)c1ccccc1-2
5) O=S(=O)(c1cccs1)N1CCC(CO)(Cc2ccc(Cl)cc2)CC1
6) O=C(/C=C/c1cccc(Br)c1)NCc1ccncc1
7) C=CCn1c(SC2CCOC2=O)nc2scc(C3CC3)c2c1=O (stereo not given)
8) CC(C)NC(=O)[C@H](CSCc1ccccc1)N1Cc2ccccc2C1=O
entry no.	1	2	3	4	5	6	7	8
hIAP activ	0.93	0.98	0.96	x	0.98	0.99	0.99	1
SENP8 block	16	12	11	3	9	10	5	3
PfG6PD inh	15	-3	-9	-9	10	5	1	4
NR3A LBD binder	0	-2	-2	0	-14	0	-2	-1
SENP6 block	-9	-10	-5	x	-10	18	1	10
ATG4B inh	2	-9	5	-7	-10	2	-9	1
MPTP block	0.9	-2.2	0.5	0.4	-1.2	4.5	0.9	-0.5
SENP1 FRET inh	1	4	-2	2	2	-2	-76	-1

9) COC(=O)c1ccc(CN2[C@H](C(=O)OC)C[C@@]3(O)[C@@H](O)[C@@H](O)[C@@H](O)C[C@@H]23)cc1
10) NC1(C#Cc2ccc3oc(=O)c(-n4cc(C5(O)CCCCC5)nn4)cc3c2)CCCCC1
11) COCCCn1c(N)c(-c2nc3ccccc3n2C)c2nc3ccccc3nc21
12) CCCS(=O)(=O)N1CCCC(C(=O)NCC2CCCO2)C1 (stereo not given)
13) O=C(NN=Cc1ccccc1)c1ccccc1
14) CC(C)(C)NS(=O)(=O)c1ccc(CCC(=O)Nc2cc(Cl)ccc2Oc2ccccc2)cc1
15) Cc1cc(C)cc(C(=O)NCC(=O)NCCc2c[nH]c3ccccc23)c1
16) CCOc1ccc(-c2cccc(NS(=O)(=O)c3ccc([N+](=O)[O-])cc3)c2)nn1
entry no.	9	10	11	12	13	14	15	16
hIAP activ	1.3	1.1	1.3	0.94	x	0.95	1.2	1
SENP8 block	7	-226	-209	27	6	26	-7	11
PfG6PD inh	10	1	11	-6	0	10	7	-11
NR3A LBD binder	0	-1	-12	-2	3	-6	1	-4
SENP6 block	-9	-9	-6	-20	x	-14	10	-1
ATG4B inh	0	-11	7	-3	-6	-13	-2	-2
MPTP block	0.2	0.0	-2.0	-1.9	-2.1	9.5	0.4	1.0
SENP1 FRET inh	1	-1	-23	1	1	1	-5	4

17) CC(C)(C)n1nc2c(c1NC(=O)COc1ccc3ccccc3c1)CS(=O)C2 (stereo not given)
18) CC1(C)Cc2c(C#N)c(NCCN3CCOCC3)nc(-c3ccccc3)c2CO1
19) CC(=O)CC1=NC(C)(C)Cc2ccccc21
20) Cc1c(NC(=O)C(C)OC(=O)c2ccc(NC(=O)CC#N)cc2)c(=O)n(-c2ccccc2)n1C (stereo not given)
21) Cc1cc(N/N=C/c2cccc(Cl)c2)nc(-n2nc(C)cc2C)n1
22) CCCc1nc2c(sc3nc4c(cc32)COC(C)(C)C4)c(=O)n1CCN(C)C
23) Cc1cc(NC(=O)CSc2ccc3nnc(CCNC(=O)c4ccccc4)n3n2)no1
24) COc1ccccc1/C=C/c1onc(C)c1S(=O)(=O)N1CCC(C(=O)NC(C)C)CC1
entry no.	17	18	19	20	21	22	23	24
hIAP activ	0.92	1.1	0.98	0.97	1.1	0.84	0.93	0.94
SENP8 block	19	-292	24	5	13	-45	-14	-64
PfG6PD inh	4	-4	8	3	10	2	-3	-5
NR3A LBD binder	2	-2	-2	1	4	0	-1	-2
SENP6 block	5	1	6	-5	-23	13	-11	-6
ATG4B inh	-8	-9	-6	-10	-2	-7	18	0
MPTP block	-2.3	0.1	-0.7	-1.6	3.1	1.6	0.1	-1.1
SENP1 FRET inh	2	-3	1	-7	-1	-1	0	2

Entries above that have a cyano group (two):
18) CC1(C)Cc2c(C#N)c(NCCN3CCOCC3)nc(-c3ccccc3)c2CO1
20) Cc1c(NC(=O)C(C)OC(=O)c2ccc(NC(=O)CC#N)cc2)c(=O)n(-c2ccccc2)n1C (stereo not given)
entry no.	18	20
hIAP activ	1.1	0.97
SENP8 block	-292	5
PfG6PD inh	-4	3
NR3A LBD binder	-2	1
SENP6 block	1	-5
ATG4B inh	-9	-10
MPTP block	0.1	-1.6
SENP1 FRET inh	-3	-7

(listing goes on)
25) CN1C(=O)C(/C(N)=N/NC(=O)c2ccccc2)C2CC1(C)Oc1ccccc12 (stereo not given)
26) COCCNC(=O)CCc1nc2cccnc2n1Cc1ccc(OC)cc1
27) CCCN(C(=O)c1cnccn1)c1c(N)n(Cc2ccccc2)c(=O)[nH]c1=O
28) COc1cc(/C=C(/NC(=O)c2ccccc2)C(=O)Nc2ccc(O)cc2)c([N+](=O)[O-])cc1OC
29) CC(=O)N1c2ccc(S(=O)(=O)NCCc3ccc(S(N)(=O)=O)cc3)cc2CC1C (stereo not given)
30) CC(=O)c1ccc(OC(C)C(=O)Nc2cccc(S(=O)(=O)NCc3ccco3)c2)cc1 (stereo not given)
31) CC(SC(C)C(=O)NN=Cc1c[nH]c2ccccc12)C(=O)NN=Cc1c[nH]c2ccccc12 (stereo not given)
32) O=C(c1ccccc1)c1cc(F)c(N2CCOCC2)cc1Cl
entry no.	25	26	27	28	29	30	31	32
hIAP activ	0.9	1.1	0.83	1.1	0.92	1.1	x	1.1
SENP8 block	12	15	8	24	18	-12	8	13
PfG6PD inh	-14	-10	-3	-5	5	-4	-19	-16
NR3A LBD binder	0	1	0	1	3	2	9	8
SENP6 block	-2	0	-2	10	-15	-4	x	-17
ATG4B inh	9	2	-8	-8	-6	-33	-13	-5
MPTP block	-0.2	-1.5	-4.1	-0.1	-2.0	-2.4	-2.4	-2.0
SENP1 FRET inh	1	-1	3	3	0	-2	2	0

33) NC(=O)c1cc[n+](CC2=C(C(=O)O)N3C(=O)[C@@H](NC(=O)C(c4ccccc4)S(=O)(=O)[O-])[C@H]3SC2)cc1 (stereo not given in full)
34) COCCN(C(=O)CSc1nnc(-c2cccc(F)c2)n1N)c1c(N)n(Cc2ccccc2)c(=O)[nH]c1=O
35) CCOC(=O)C1CCN(C(=O)CCc2ccc(S(=O)(=O)NCC(C)C)cc2)CC1
36) C=CCn1c(SC)nnc1C1COc2ccccc2O1 (stereo not given)
37) COc1ccc(-n2[nH]c(C)cc2=O)cc1
38) COC(=O)c1ccccc1NC(=O)CSc1nnc(-c2ccc(OC)cc2)n1C
39) Cc1csc2c(C#N)c(=O)c3c(n12)CCC3
40) O=C(NNC1=NCCC1)c1cccc(S(=O)(=O)N2CCOCC2)c1
entry no.	33	34	35	36	37	38	39	40
hIAP activ	1.1	0.97	1.3	0.89	1	0.99	0.95	0.93
SENP8 block	-26	3	-2	25	68*	16	-178	19
PfG6PD inh	71*	-12	-10	-6	-10	-5	-4	5
NR3A LBD binder	-1	-1	0	-2	0	-1	-2	0
SENP6 block	-22	-16	11	-8	-6	-16	3	-8
ATG4B inh	25	-1	1	14	-3	-8	-15	5
MPTP block	-2.9	-1.6	0.2	-0.5	-8.2	-0.3	0.5	1.3
SENP1 FRET inh	9	-3	-1	0	-2	0	-2	1

41) COc1nc(Cl)cn(-c2ccc(Cl)cc2)c1=O
42) CCOC(=O)Cn1cc(/C=N/NC(=O)c2cc3ccccc3o2)c2ccccc21
43) CCCCN1C(=O)C(NC(=O)CC(C)C)(C(F)(F)F)C2=C1CC(C)(C)CC2=O (stereo not given)
44) O=Cc1cn(CCC(=O)O)nc1-c1cccc2ccccc12
45) O=C(c1ccc(CN2CCc3ccccc3C2)cc1)N1CCCCC1
46) CCC(C)(C)NC(=O)CN(CC1CCCO1)C(=O)CCC(=O)Nc1nccs1 (stereo not given)
47) CSc1ccccc1NC(=O)COc1ccc(Cl)cc1Cl
48) O=C(/C=C/c1ccco1)N(Cc1ccccc1)C1CCS(=O)(=O)C1 (stereo not given)
entry no.	41	42	43	44	45	46	47	48
hIAP activ	1.4	1.4	0.99	1	1.2	0.94	0.96	0.84
SENP8 block	-31	-322	8	6	9	10	16	8
PfG6PD inh	-12	11	-12	2	-6	-5	2	22
NR3A LBD binder	-5	-8	-2	0	0	0	2	1
SENP6 block	5	-18	-2	8	2	19	25	3
ATG4B inh	-1	-35	-2	-4	-5	17	17	-6
MPTP block	-0.1	8.0	-1.8	0.2	0.8	-0.6	-0.3	1.5
SENP1 FRET inh	-1	-5	3	-2	-5	0	3	-3

49) COCCN(CCOC)c1nc(S(=O)(=O)c2ccc(C)cc2)c(Cl)s1
50) CSCC[C@H](NC(=O)C1CCCC1)c1nc2ccccc2[nH]1
51) CC(NC(=O)C1CCCN(S(=O)(=O)c2cnc[nH]2)C1)c1ccccc1 (stereo not given)
52) CN1C(=O)N(c2ccccc2)C(Nc2nncs2)C1(C)C (stereo not given)
53) Cc1c(Cl)cccc1NC(=O)N1CCCN(c2nc(-c3ccccc3)ns2)CC1
54) Cc1ccc(Cn2cc(/C=N/NC(=O)Cc3nnc(NC(=O)c4ccc(C)cc4)s3)c3ccccc32)cc1
55) O=C(CSc1ncccn1)NCc1ccccc1
56) O=C(Nc1ccc(Cl)cc1)Nc1nc(-c2ccccc2O)cs1
entry no.	49	50	51	52	53	54	55	56
hIAP activ	0.92	1	0.99	1.1	1.2	0.96	0.99	1.4
SENP8 block	20	12	3	30	2	-3	11	26
PfG6PD inh	-11	-4	-8	-9	-6	-25	-1	-12
NR3A LBD binder	0	-1	0	9	-16	13*	1	26*
SENP6 block	-1	-7	6	-9	-5	-37	-6	-32
ATG4B inh	-3	-8	-2	11	4	4	-11	-9
MPTP block	12	-1.4	-1.4	0.9	29	-1.6	0.0	99*
SENP1 FRET inh	1	0	0	1	1	-6	0	-1

57) C=CCC[C@@H](Cc1ccc(F)cc1)C(=O)OC[C@H](C)NC(=O)[C@@H](CC=C)CC(=O)N(CCO)Cc1ccccc1
58) COc1ccc(-c2nsc(SCC(=O)Nc3ccc4c(c3)OCO4)n2)cc1
59) Cc1ccc(S(=O)(=O)N2CCN(CCc3ccccc3)CC2)c(C)c1
60) COc1ccc(/C=C(\CC(=O)O)c2nc3ccccc3o2)cc1
61) COC(=O)C1=C(C(=O)OC)[C@@H]2N(Cc3ccccc3)c3ccccc3[C@@]23C[C@@H](C(=O)OC)N(C(=O)CC(C)C)C3=N1
62) Cc1cc(C)cc(NC(=S)N(Cc2ccc(Br)cc2)Cc2ccc(C(=O)O)cc2)c1
63) CC1CCN(C(=O)c2scc3c2OCCO3)CC1
entry no.	57	58	59	60	61	62	63
hIAP activ	0.96	1	0.94	1.1	0.98	0.96	1
SENP8 block	5	22	12	-102	4	3	13
PfG6PD inh	19	-8	13	-9	13	-9	-7
NR3A LBD binder	-2	-2	-1	-3	-2	-13	0
SENP6 block	-11	15	-12	-1	0	-5	-18
ATG4B inh	-4	4	10	4	2	3	-10
MPTP block	-0.4	9.3	-1.4	0.1	0.1	-0.3	2.4
SENP1 FRET inh	3	-1	2	3	1	1	3

Some of the entries so far, with each value named.
(59) Cc1ccc(S(=O)(=O)N2CCN(CCc3ccccc3)CC2)c(C)c1
  hIAP activ: 0.94
  SENP8 block: 12
  PfG6PD inh: 13
  NR3A LBD binder: -1
  SENP6 block: -12
  ATG4B inh: 10
  MPTP block: -1.4
  SENP1 FRET inh: 2
(60) COc1ccc(/C=C(\CC(=O)O)c2nc3ccccc3o2)cc1
  hIAP activ: 1.1
  SENP8 block: -102
  PfG6PD inh: -9
  NR3A LBD binder: -3
  SENP6 block: -1
  ATG4B inh: 4
  MPTP block: 0.1
  SENP1 FRET inh: 3
